Assay outcomes deposited in PubChem by several laboratories.
M1 antag: blocks the rat M1 muscarinic receptor response to acetylcholine | CHO-M1 cells, Fluo-4 calcium, ACh EC80 antagonist mode; hits give low values | B-score at 10 µM | actives 3.4% (n = 64,000) | AID 628;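 active = calcium fluorescence response, raw or row-and-column corrected B-score, differing from the plate sample mean either way at a set confidence level, mostly lower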
5HT1E ag: 5-HT1E (human) receptor agonism. P28566. CHO 5-HT1E Ga15 NFAT-bla reporter, FRET; 0% DMSO wells, 100% control agonist wells. activation, % at 6 µM. actives 0.69% (n = 65,000);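 active = activation above a set limit, the screen-wide mean activation plus 3 SD, cut at about 8.5% in these data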;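 note: 100% = positive control agonist at 1 µM giving full maximal response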
Target sequence (P28566 whole entry, looked up): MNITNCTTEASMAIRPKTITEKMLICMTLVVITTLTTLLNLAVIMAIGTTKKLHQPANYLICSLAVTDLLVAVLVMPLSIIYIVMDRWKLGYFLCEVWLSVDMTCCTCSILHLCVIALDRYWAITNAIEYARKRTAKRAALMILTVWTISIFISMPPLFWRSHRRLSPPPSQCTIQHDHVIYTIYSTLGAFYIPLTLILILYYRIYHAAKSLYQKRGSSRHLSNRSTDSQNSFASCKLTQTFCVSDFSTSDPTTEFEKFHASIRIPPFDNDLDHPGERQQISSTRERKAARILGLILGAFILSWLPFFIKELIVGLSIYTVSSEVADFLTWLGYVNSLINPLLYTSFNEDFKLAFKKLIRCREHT
Jurkat viability: cytotoxicity toward Jurkat cells; Jurkat E6.1 viability, ATP luminescence, 48 h; inhibition, % at 4 µM; actives 1.2% (n = 56,000);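 active = inhibition above the mean inhibition of all tested compounds plus 3 SD, cut at about 28% in these data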
5HT1E antag: 5-HT1E (human) receptor antagonism | actives 0.99% (n = 65,000) | AID 571 | inhibition, % at 6 µM | CHO 5-HT1E Ga15 NFAT-bla reporter, FRET, antagonist | P28566;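 active = inhibition above a set limit, the mean inhibition across every tested compound plus 3 SD, cut at about 29% in these data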;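 note: signal is the 460 over 535 nm emission ratio of beta-lactamase substrate; 0% = agonist plus DMSO wells and 100% = wells without agonist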
HER2 expr 66K: Her2 kinase expression inhibition | P04626 | SKBR-3 HER2 protein level, AlphaScreen, 18-24 h; hits give low values | HER2 level % of control, % at 10 µM | actives 0.69% (n = 65,000);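 active = HER2 level under 5% of the carrier-only control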;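 note: 100% = DMSO carrier and 0% = 500 nM PU-H71 HSP90 inhibitor; lower value means stronger loss of Her2 protein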
HEK293 NFkB inh: inhibitors of the PMA/ionomycin-induced NF-kB reporter in HEK293 cells | HEK-293 NF-kB luciferase reporter, luminescence | inhibition, % at 3 µM | actives 0.21% (n = 62,000) | AID 465;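 active = inhibition above the mean of all tested compounds plus 3 SD, cut at about 40% in these data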;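 note: 0% = stimulated DMSO wells and 100% = 10 µM reference inhibitor 5653914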
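Reagent: PMA plus ionomycin mix as NF-kB-activating stimulus. Assay system: NF-kB luciferase reporter HEK-293 cells. Technique: luminescence from luciferase substrate reagent. Incubation: 1 h compound pre-incubation, 16 h PMA/ionomycin at 37 °C. Benchmarks: DMSO only as uninhibited control, 10 µM reference inhibitor as full inhibition. Repeats: tested once.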
S1P3 ag: activates the human S1P3 receptor; Q99500; S1P3 NFAT-BLA reporter cells, agonism, FRET ratio; relative to 1 µM S1P, basal subtracted; activation, % at 4.5 µM; actives 0.1% (n = 60,000);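 active = activation above the screen-wide mean plus 3 SD, cut at about 4.5% in these data, passing the limit was not always enough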; note: some compounds called inactive have numbers as strong as hits
Target sequence (Q99500 whole entry, looked up): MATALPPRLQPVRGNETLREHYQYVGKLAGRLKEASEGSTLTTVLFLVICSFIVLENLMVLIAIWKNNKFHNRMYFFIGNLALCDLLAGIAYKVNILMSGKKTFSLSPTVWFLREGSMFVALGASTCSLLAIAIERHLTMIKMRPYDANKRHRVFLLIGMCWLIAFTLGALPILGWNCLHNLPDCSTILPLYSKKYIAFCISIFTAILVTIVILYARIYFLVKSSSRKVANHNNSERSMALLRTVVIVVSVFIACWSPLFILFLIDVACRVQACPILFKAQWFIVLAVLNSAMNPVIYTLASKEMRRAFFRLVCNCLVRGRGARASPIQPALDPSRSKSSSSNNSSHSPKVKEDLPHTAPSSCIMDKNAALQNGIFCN
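Benchmarks: high control 1 µM S1P / System: stable CHO line with human S1P3, Gα16, NFAT-BLA reporter / Dosing: single compound concentration, 4.5 µM final / Timing: 4 h compound at 37 °C, 2 h substrate at RT / Measured by: FRET β-lactamase substrate fluorescence, excitation 405 nm, 460/535 nm emission ratio, background-subtracted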
S1P1 ag-PAM: agonists and agonism potentiators of human S1P1 receptor. P21453. S1P1 CRE-bla cells, forskolin, beta-lactamase FRET, potentiator mode; S1P1 agonist co-added at EC20, 2 nM; 100% = saturating reference agonist, 0% = basal. activation, % at 9.5 µM. actives 0.57% (n = 56,000). AID 449;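 active = activation above a cutoff set at the mean activation of all tested compounds plus 3 SD, cut at about 54% in these data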;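 note: forskolin at 4 µM as EC80 and the EC20 agonist is SEW2871; 100% = SEW2871 at its EC100 plus forskolin at EC80; some compounds past the cut are filed as inactive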
M1 agonist: activates the M1 muscarinic receptor | CHO-M1 cells, Fluo-4 calcium fluorescence, agonist mode; hits give high values | B-score at 10 µM | actives 3% (n = 64,000);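 active = fluorescence rise, raw or as B-score row- and column-corrected plate score, outside the 99.7% band of its plate's samples, either direction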
Active calls of the source: *; · = no result given.

Structure	M1 antag	5HT1E ag	Jurkat viability	5HT1E antag	HER2 expr 66K	HEK293 NFkB inh	S1P3 ag	S1P1 ag-PAM	M1 agonist
Cc1c(F)cccc1NC(=O)CCC(=O)O	0.13	-0.4	-3	10	121	12	-0.2	8	-0.67
COC(=O)COc1cccc(NS(=O)(=O)c2ccc(NC(C)=O)cc2)c1	0.23	-1.3	6	-10	119	-4	-0.7	8	-0.11
COn1c(SCc2cccnc2)nc2ccccc2c1=O	0.33	-0.8	9	10	96	19	-0.8	12	0.14
O=C(CN1CCCC1)NCC12CC3CC(CC(C3)C1)C2	-0.13	0.2	-2	0	97	-4	-0.5	-32	0.58
CC1(C)CC(=O)C(C#N)=C(NCCCO)C1	-0.46	-0.6	-4	-5	93	7	-0.4	-4	0.41
O=C(NCc1ccc2c(c1)OCO2)C1CC(=O)N(CCc2ccccc2)C1 (centres undefined)	-0.0021	0.1	2	-3	120	11	-1.1	-4	0.21
COc1cccc(C(=O)N2CCN(C(=O)c3cccs3)CC2)c1OC	0.41	0.1	0	3	104	9	0.5	·	-0.16
CCOc1cc(C2CC(=O)NC3=C2C(=O)C(C(=O)OC)C(C)C3)cc(Br)c1O (centres undefined)	0.55	-0.2	-4	3	83	1	-1.0	-6	0.75
COC(=O)CSc1nc(-c2ccccc2)cc(-c2ccco2)c1C#N	-0.33	-0.1	0	8	11	6	0.9	-36	-0.38
Cc1ccccc1Cc1c(C)nc2ncnn2c1C	-0.022	-1.4	·	6	87	2	·	·	-0.017
CC(c1ccccc1)C1C(C#N)=C(N)OC2=C1C(=O)CC(C)(C)C2 (centres undefined)	-0.33	0.5	5	1	69	7	-0.4	9	-0.44
O=C(Nc1ccccc1)N1CCC(c2nc(-c3ccc(S(=O)(=O)N4CCOCC4)cc3)no2)CC1	0.026	0.3	33*	3	91	8	-0.8	35	-0.65
O=C(O)c1ccc(COCC(F)(F)F)cc1	0.83	0.1	-3	3	108	10	-0.4	-18	3*
COc1ccc(NC(=O)C2CC(=O)N(C)C(=Nc3ccc4c(c3)OCO4)S2)cc1 (centres undefined)	-0.0019	-0.2	4	-5	119	10	0.3	-9	0.62
O=c1cc(-c2ccccc2)[nH]c2ccccc12	0.62	-1.0	93*	53*	40	30	-0.1	8	-0.17
CSCCC(NC(N)=O)C(=O)N(C)CC(=O)Nc1ccc(C)cc1 (centres undefined)	-0.41	0.0	-5	-7	106	9	-0.6	-8	0.64
Clc1ccccc1CSc1nnc(-c2ccccn2)n1Cc1ccco1	-0.0095	-2.0	·	3	97	13	·	·	-0.21
CCOc1ccc(-n2c(COc3ccc(C)cc3)nnc2SCC(N)=O)cc1	-0.6	0.9	8	4	110	14	0.1	-5	0.013
COc1ccc(CCNC(=O)c2c(-c3ccccc3)noc2C)cc1OC	0.24	-0.9	5	-24	97	8	-0.6	-8	0.011
COc1ccccc1-c1nc(NC(C)=O)n[nH]1	0.68	-0.1	·	6	82	16	·	·	0.15

The results go on.
Structure	M1 antag	5HT1E ag	Jurkat viability	5HT1E antag	HER2 expr 66K	HEK293 NFkB inh	S1P3 ag	S1P1 ag-PAM	M1 agonist
Clc1ccc(-c2nnc3ccccn23)cc1	·	-0.4	2	0	82	10	-1.0	0	·
CC(=O)N1CCc2cc(S(=O)(=O)NCCC(=O)N3CCN(Cc4ccccc4)CC3)ccc21	-0.11	0.6	·	5	105	17	·	·	2
CCOc1nc(-c2ccccc2)ccc1-c1noc(-c2cccnc2)n1	0.6	-0.1	·	0	80	21	·	·	-1.7
CCOCC(=O)Nc1c(C(=O)Nc2ccc(OC)cc2OC)oc2ccccc12	0.33	0.5	0	-8	41	2	-0.7	-13	0.17
COc1cccc(NC(=O)c2ncn[nH]2)c1	-0.21	0.6	-6	-3	84	2	-0.3	·	0.0011
COc1cc(OC)cc(C(=O)N(Cc2cc3cc(C)ccc3[nH]c2=O)C(C)C)c1	1.1	-0.4	-1	-1	90	7	1.9	6	0.91
CCOC(=O)CSc1nnc2c(n1)C1(C)CCC2C1(C)C (centres undefined)	-0.11	-0.4	-4	-8	104	9	-0.1	-6	0.64
N#Cc1ccc(-c2ccco2)nc1SCc1ccccc1	·	0.4	7	-11	-0.7*	15	0.8	-8	·
COc1ccccc1N1CCN(C(=O)c2c(-c3c(Cl)cccc3Cl)noc2C)CC1	-0.25	0.3	-1	-7	69	19	0.4	1	5*
COCC(C)n1c(SCc2ccc(C(=O)OC)o2)nc2ccccc2c1=O (centres undefined)	-0.025	-0.2	18	25	158	14	0.4	0	1.5
CC1CCC(NC(=O)c2ccc(N3CCCC3=O)cc2)CC1 (centres undefined)	0.36	-0.3	·	-2	114	-5	·	·	-0.75
COc1ccc2c(c1OC)CN(C)CCc1cc3c(cc1C(O)C2)OCO3 (centres undefined)	0.17	-0.2	0	3	117	12	-1.4	8	-1.4
CCCc1cc(=O)n2[nH]c(NCc3ccccc3F)nc2n1	0.27	0.5	-3	-6	84	12	-0.6	-5	-0.0037
COc1ccccc1NC(=O)N(Cc1ccc2c(c1)OCO2)Cc1nc2ccccc2c(=O)[nH]1	1.2	1.0	2	-9	69	-3	-0.2	-19	2.1
Cc1ccc(-c2noc(CCC(=O)N3CCN(c4cccc(C(F)(F)F)c4)CC3)n2)cc1	-0.039	-0.1	-1	-12	99	14	-1.2	16	0.23
Cn1c(=O)c2c(nc(N3CCOCC3)n2Cc2c(F)cccc2Cl)n(C)c1=O	0.42	0.0	5	13	106	16	-0.6	3	0.34
Cn1cccc1C(=O)OCc1cc(Cl)cc2c1OCOC2	-0.013	0.9	-2	-6	103	12	-0.7	79	-0.41
O=C1c2ccccc2C(=O)N1CCn1c(=O)oc2ccccc21	0.3	0.1	-4	-1	133	1	-1.2	11	0.038
CCOC(=O)c1ccccc1NS(=O)(=O)c1ccccc1	0.36	-0.1	1	1	98	1	-0.1	·	-0.6
NC(=O)C1CC(=O)N(Cc2ccc3c(c2)OCO3)C(=Nc2ccccc2)S1 (centres undefined)	0.029	-0.1	8	0	100	7	-2.0	1	1.1

The final 2 compounds of the part before lead into the next.
Structure	M1 antag	5HT1E ag	Jurkat viability	5HT1E antag	HER2 expr 66K	HEK293 NFkB inh	S1P3 ag	S1P1 ag-PAM	M1 agonist
CCOC(=O)c1ccccc1NS(=O)(=O)c1ccccc1	0.36	-0.1	1	1	98	1	-0.1	·	-0.6
NC(=O)C1CC(=O)N(Cc2ccc3c(c2)OCO3)C(=Nc2ccccc2)S1 (centres undefined)	0.029	-0.1	8	0	100	7	-2.0	1	1.1
COCCn1c(SCC(=O)Nc2ccc(S(=O)(=O)N3CCOCC3)cc2)nc2ccccc21	-7.6*	0.6	5	2	103	10	-0.4	7	-0.34
CCOC(=O)c1cccc(NC(=O)CSc2nnc(-c3ccoc3C)n2CCOC)c1	0.28	0.4	6	-11	86	13	-0.3	2	0.53
c1ccc(OCCOc2ccccc2-c2nnco2)cc1	-0.017	-1.0	-2	-2	134	2	-0.6	-2	-0.0016
O=C(OCn1cncn1)c1ccc(Cl)cc1Cl	0.13	-0.4	5	13	116	19	-0.7	5	-0.021
COc1ccc(S(=O)(=O)Nc2cccc(C)n2)c2ccccc12	-0.59	0.4	-3	-7	95	13	1.5	2	-0.049
CC(CN1CCOCC1)OC(=O)c1ccc2c(c1)OCCO2 (centres undefined)	-0.041	1.0	-4	1	103	-12	-0.9	-10	-0.3
Cc1ccccc1Cn1c(=N)n(CC(O)c2ccco2)c2ccccc21 (centres undefined)	-0.013	-0.3	1	-2	99	16	-0.5	-7	-0.33
COc1ccc(C)cc1N(CC(=O)NC1CCCC1)C(=O)CCC(=O)Nc1cc(C)on1	-0.44	-0.2	6	3	92	8	0.0	0	-0.13
O=C(CCCc1ccccc1)NC1CCSC1=O (centres undefined)	0.78	-0.1	-2	-11	62	11	-1.7	-4	-0.19
CC(C)(C)C(=O)CSc1nccc(=O)[nH]1	-0.25	0.5	·	-6	113	11	·	·	-0.62
CCC(COC(=O)Nc1cccc(C)c1)NC(=O)OCC(C)C (centres undefined)	-0.64	-0.6	-7	0	86	1	-0.5	18	-0.96
Cc1ccc(CNC(=O)CN2C(=O)COc3ccc(C)cc32)cc1	0.56	0.0	-4	1	82	10	-1.2	-24	0.081
C/C(Cl)=C/Cn1c(NCCCn2ccnc2)nc2c1c(=O)[nH]c(=O)n2C	·	-0.5	·	7	107	16	·	·	·
CCn1c(SCC(=O)NC(=O)Nc2ccc3c(c2)OCCO3)nnc1-c1cccs1	-0.092	0.7	4	-4	93	10	-0.3	9	0.27
O=C(NCC1CCCO1)C1CCN(S(=O)(=O)N2CCCC2)CC1 (centres undefined)	-0.54	-1.1	-14	9	107	13	-0.5	-4	0.021
O=C1c2ccccc2C(Nc2ccc3c(c2)OCCO3)N1Cc1ccccc1 (centres undefined)	0.53	0.5	7	3	96	12	-1.2	-11	-0.35
COC(=O)c1ccc(C2c3c(n[nH]c3C)C(=O)N2c2ccc(C)cc2)cc1 (centres undefined)	-1*	0.9	5	0	102	12	-1.3	-16	-0.52
Fc1ccccc1C(c1nnnn1Cc1ccc2c(c1)OCO2)N1CCN(Cc2ccccc2)CC1 (centres undefined)	0.89*	-0.4	9	9	87	1	0.8	18	0.55
O=C(CCn1nc(-c2ccccc2)ccc1=O)N1CCCC1	-0.6	0.0	-1	2	93	10	0.0	-9	1.4
Cc1ccc2c(C)[nH]c(=O)cc2c1	-0.78	0.4	-1	-4	85	15	-0.2	-21	0.84

(list continues)
Structure	M1 antag	5HT1E ag	Jurkat viability	5HT1E antag	HER2 expr 66K	HEK293 NFkB inh	S1P3 ag	S1P1 ag-PAM	M1 agonist
O=C(CSc1nnc(-c2ccco2)o1)NC(=O)C1COc2ccccc2O1 (centres undefined)	-0.83	0.4	·	-7	110	11	·	·	-0.008
Cc1cccc(NC(=O)c2ccc3ccccc3n2)n1	-1.9	0.6	0	-13	69	-33	-2.3	4	-0.047
Cc1ccc(-c2noc(CCC(=O)NCCc3ccccc3Cl)n2)cc1	0.88	21*	5	1	104	-12	-1.0	0	-0.23
COc1ccc(N2CCN(S(=O)(=O)c3ccc(Br)s3)CC2)cc1	-18*	-0.7	7	1	51	1	-1.8	47	0.17
Cc1nc(SCCC(=O)O)c2ccccc2n1	0.3	-0.1	-9	-11	93	7	0.4	-6	-0.35
COc1cc(NC(=O)CN(c2ccc(C)cc2)S(=O)(=O)c2c(C)nn(C)c2C)cc(OC)c1	0.035	-0.1	0	2	83	-7	-0.3	-28	1.7
Cc1ccc(NC(=O)c2ccc(OC(=O)c3ccco3)cc2)cc1	-0.91	-0.7	6	-7	84	-20	-1.7	16	-0.083
COc1ccc(C)cc1S(=O)(=O)N(C)CC(=O)NC1CCCCC1	-1.1	-0.7	3	-14	·	16	-0.6	·	0
CC(C)C(=O)Nc1nnc(SCC(=O)NCc2cccs2)s1	-2.5	-1.1	-7	-13	91	8	0.4	-3	-1.1
